High-throughput results: PubChem BioAssay, several laboratories
GPR35 antagonists – inhibition of zaprinast-stimulated GPR35 beta-arrestin translocation – imaging, U2OS, beta-arrestin-GFP, zaprinast agonist, primary screen (AID 2058) | inhibition, % at 10 µM, or IC50 in µM where a hit was titrated | U2OS GPR35 beta-arrestin-GFP translocation imaging, zaprinast antagonism; higher % means a stronger effect | 290,000 tested, 0.052% active;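 active means inhibition of at least 50% with at least 30 cells and total cytoplasm GFP at most 10,000,000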
UTI89 phage lysis – protection from phage-mediated lysis, alamar blue read-out – E. coli UTI89, K1F phage, bacterial capsule biogenesis inhibitors (AID 488966); inhibition, % at 100 µM, or IC50 in µM where a hit was titrated; 340,000 tested, 0.02% active; E. coli UTI89 K1F phage lysis, alamar blue, 2 h; higher % means a stronger effect;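 active means phage lysis inhibition, versus mean bacterial control, above a set limit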;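 further: capsule biogenesis inhibitors block K1F phage lysis so surviving cells raise fluorescence; higher fluorescence means more inhibition of phage lysis; actives were called in the ten point dose series up to 300 µM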
Autophagy mod – alters autophagy in cells | MEF GFP-LC3 puncta imaging; test concentration mostly 10 µM | AID 463193 | 190,000 tested, 0.98% active | calls only at 10 µM (by protocol);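 active means percentage of spot-positive cells more than 3 SD above its plate mean, without a fluorescence outlier flag or 80% toxicity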;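 further: spot-positive cell cutoff set from DMSO-treated cells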
WT yeast gro inh – growth inhibition of WT yeast, mitochondrial fusion screen. inhibition, % at 10 µM. AID 1362. 190,000 tested, 2.1% active. mitochondrial fusion phenotypic screen, WT strain; in the data active means inhibition above about 58%; tested in S. cerevisiae
Dengue-2 NS5 capping – flavivirus cap methylation enzyme inhibition – biochemical, confirmation dose response, primary screen (AID 588689); Dengue-2 NS5 methyltransferase capping enzyme assay, biochemical; higher % means a stronger effect; one-dose inhibition, % at 25 µM; IC50 in µM for titrated hits; 340,000 tested, 0.3% active; in the data active means a potency from the dose series
NTR1 agonist – NTR1-driven beta-arrestin-GFP spot formation – imaging, U2OS cells, high content, primary screen (AID 493036). activation, % at 20 µM. 330,000 tested, 0.17% active. agonist mode;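 active means activation at or above 40% of the spot to cytoplasm intensity ratio, with at least 20 cells analyzed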;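 further: 0% = DMSO without peptide and 100% = 100 nM NTR1 peptide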
Target sequence (P30989 whole entry, looked up): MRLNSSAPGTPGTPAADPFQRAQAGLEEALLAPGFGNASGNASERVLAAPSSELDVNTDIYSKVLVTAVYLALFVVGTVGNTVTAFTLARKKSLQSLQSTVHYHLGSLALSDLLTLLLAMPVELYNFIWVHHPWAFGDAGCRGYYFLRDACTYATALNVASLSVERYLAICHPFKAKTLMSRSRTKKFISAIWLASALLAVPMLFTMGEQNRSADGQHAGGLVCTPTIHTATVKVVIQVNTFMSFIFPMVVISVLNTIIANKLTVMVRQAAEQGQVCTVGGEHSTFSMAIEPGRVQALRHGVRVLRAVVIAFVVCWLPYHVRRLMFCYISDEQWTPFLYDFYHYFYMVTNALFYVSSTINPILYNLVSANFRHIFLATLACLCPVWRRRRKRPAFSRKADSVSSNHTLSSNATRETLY
RSV antiviral HEp-2 – RSV antiviral activity via CPE protection, HEp-2 cells, primary 10 µM value included (AID 2391); 310,000 tested, 0.13% active; HEp-2 cells, RSV-induced CPE inhibition; higher % means a stronger effect; one-dose CPE inhibition, % at 10 µM; IC50 in µM for titrated hits; in the data active means a potency from the dose series; further: strong numbers were not always called active
AID2073 – disruptors of CaV2.2 binding to Mint1 – biochemical, HTRF (AID 2073). HTRF protein-protein interaction, Mint1-CaV2.2; higher % means a stronger effect. inhibition, % at 20 µM, or IC50 in µM where a hit was titrated. 290,000 tested, 0.19% active; in the data active means inhibition mostly above about 51%, no sharp cut-off; further: some results filed as inactive read as strong as hits
LYP phosphatase – inhibitors of LYP phosphatase, biochemical, fluorescence intensity, uHTS (AID 1779) | 290,000 tested, 0.054% active | recombinant LYP phosphatase, fluorescence intensity; higher % means a stronger effect | inhibition, % at 11.5 µM, or IC50 in µM where a hit was titrated; in the data active means inhibition above about 50%;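 further: plate controls were vehicle with enzyme for no effect and no enzyme for full effect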
WT yeast gro inh mutant strain – further read-out of WT yeast gro inh, marked with its call; inhibition, %; mitochondrial fusion phenotypic screen, mutant strain inhibition
Autophagy mod cell loss 18 h – further read-out of Autophagy mod, marked with its call; toxicity, %; measured here: cell loss, nuclei count;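 cell loss after 18 h compound exposure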
NTR1 agonist cell count 20 µM – second read-out of NTR1 agonist, no call of its own (marks repeat the call); cell count; measured here: cell count, cytotoxicity flag
Dengue-2 NS5 capping pilot replicate – further read-out of Dengue-2 NS5 capping, marked with its call; inhibition, %; measured here: pilot screen replicate inhibition
* = called active by the depositor; i = inactive; . = not tested or not shown; [ ] = remark or other dose.

SMILES | GPR35 antagonists | UTI89 phage lysis | Autophagy mod | Autophagy mod cell loss 18 h | WT yeast gro inh | WT yeast gro inh mutant strain | Dengue-2 NS5 capping | NTR1 agonist | NTR1 agonist cell count 20 µM | RSV antiviral HEp-2 | AID2073 | LYP phosphatase | others
Cc1nnc(-n2cnc3ccccc32)c2ccccc12 | 2% | -0.1% | i | -7 | -10 | -14 | -5% | 2.4 | 74 | 2.9% | -2% | -10%
COc1ccccc1NC(=O)Cc1nnc(SCC(=O)Nc2ccc(F)cc2F)n1C | -5% | 0.0% | . | . | . | . | -11% | 0.4 | 46 | 2.6% | -7% | -2%
Cc1ccc(NC(=O)CSc2nnc(Cc3csc(C)n3)o2)c(C)c1 | . | 0.7%[50 µM] | . | . | . | . | 6% | -1.6 | 23 | 0.7% | . | .
CCC(=O)Nc1ccc(C(=O)Nc2ccc3c(c2)OCO3)cc1 | 5% | 0.0% | i | 2 | -8 | -11 | 3% | -0.9 | 40 | 1.2% | -7% | -7%
C/C(CC(=O)Nc1cccc(Cl)c1)=N\NC(=O)Cc1ccc(Cl)cc1 | 22% | -0.4% | i | 8 | -8 | 18 | -4% | -2.3 | 81 | -0.5% | 12% | 1%
Cn1cnnc1SCc1ccc(C#N)cc1 | -4% | 0.5% | i | 11 | 2 | -5 | -5% | -0.4 | 57 | 0.8% | 0% | -2%
O=C(NCc1ccccn1)c1ccc(OC2CCN(Cc3ccc(CO)o3)CC2)cc1 | 3% | -0.4% | . | . | . | . | -3% | 0.2 | 64 | 0.4% | -8% | -9%
COc1ccc(C)cc1NC(=O)CNC(=O)[C@@H]1Cc2ccccc2CN1 | -4% | 0.2% | . | . | . | . | -5% | -1.3 | 47 | -0.5% | 2% | -9%
COC(=O)/C(C#N)=C/c1c(N2CCN(c3ccccc3)CC2)nc2c(C)cccn2c1=O | -3% | 0.0% | . | . | . | . | -7% | 6.4 | 85 | . | 27% | 0%
O=C(O)CCC(=O)N(Cc1ccccc1)Cc1ccccc1 | 7% | 0.4% | . | . | . | . | -1% | 0.0 | 66 | 1.6% | 12% | -5%
CC(C)CN(C(=O)C1COc2ccccc2O1)c1c(N)n(CC(C)C)c(=O)[nH]c1=O (stereo not given) | . | 0.6%[50 µM] | . | . | . | . | -3% | 1.9 | 70 | 1.0% | . | .
O=C(Nc1cccc2ncccc12)c1ccccc1Cl | -16% | 0.6% | . | . | . | . | 1% | -0.9 | 59 | 0.0% | -7% | -3%
O=C(CSc1nc2ncccc2[nH]1)NCc1ccccc1 | 9% | -0.5% | i | -11 | -3 | -2 | -3% | 0.2 | 48 | 4.1% | 8% | -2%
O=C(CNC(=O)c1ccc(OC(F)F)cc1)NCC1CCCO1 (stereo not given) | -6% | 0.8%[50 µM] | . | . | . | . | -12% | -0.2 | 54 | 0.9% | 1% | -9%
N[C@@H](Cc1ccccc1)c1nnc(SC/C=C/c2ccccc2)o1 | 0% | -0.3% | . | . | . | . | -6% | -1.0 | 45 | -0.3% | -13% | -4%
Cc1cccc(C(=O)OCC(=O)N(C)CC(=O)Nc2ccc(Cl)c(C(F)(F)F)c2)c1 | . | -0.1%[50 µM] | . | . | . | . | -7% | 1.6 | 43 | 2.7% | . | .
COc1ccc(NS(=O)(=O)c2c(C)cc(C)cc2C)cc1 | -1% | 0.1% | i | 15 | 15 | 24 | 2% | 0.0 | 78 | 5.0% | 28% | -1%
Cc1ccc(C#N)c(SCCN2CCCCC2)n1 | 10% | -0.6%[50 µM] | . | . | . | . | 4% | -0.2 | 90 | 0.0% | 0% | -7%
CCNc1nc(NCc2ccccc2)nc(SCC(=O)Nc2ccccc2)n1 | 12% | 0.7%[50 µM] | i | 11 | -1 | -2 | -3% | 5.1 | 78 | 8.3% | 0% | 3%
N=c1c(C(=O)NCCN2CCOCC2)cc2c(=O)n3ccccc3nc2n1CCCN1CCOCC1 | -3% | -1.4% | . | . | . | . | 2% | -1.3 | 31 | 0.2% | 14% | -23%
CCOc1ccccc1NC(=O)Cn1nc(-c2ccco2)ccc1=O | -22% | 0.1% | . | . | . | . | -13% | -2.2 | 50 | 1.8% | 44% | -4%
O=C1CCc2cc(S(=O)(=O)N3CCCC3C(=O)N3CCN(c4ccccc4)CC3)ccc2N1 (stereo not given) | 11% | 1.3% | i | 8 | 12 | 0 | -4% | -0.6 | 80 | 0.1% | 14% | -7%
O=C(O)c1ccc(-c2ccc(-c3ccccc3)cc2)s1 | 9% | 1.0% | . | . | . | . | 4% | -1.0 | 48 | 3.4% | 20% | -3%
Cc1ccc(CN2CC(C(=O)Nc3cc(C)ccn3)CC2=O)cc1 (stereo not given) | . | 0.7%[50 µM] | . | . | . | . | -3% | -0.2 | 61 | 2.1% | . | .
Cc1cc(C(=O)CCC(=O)NCC2COc3ccccc3O2)c(C)s1 (stereo not given) | . | 1.0%[50 µM] | . | . | . | . | -8% | 0.5 | 48 | -1.6% | . | .
Further entries.
SMILES | GPR35 antagonists | UTI89 phage lysis | Autophagy mod | Autophagy mod cell loss 18 h | WT yeast gro inh | WT yeast gro inh mutant strain | Dengue-2 NS5 capping | NTR1 agonist | NTR1 agonist cell count 20 µM | RSV antiviral HEp-2 | AID2073 | LYP phosphatase | others
COc1ccccc1N(CC(=O)Nc1c(C)cccc1C)S(C)(=O)=O | -2% | 0.1% | i | 25 | 9 | 1 | -4% | 0.8 | 41 | -0.2% | 8% | -7%
O=C(O)CC1C(=O)OCN1C(=O)OCc1ccccc1 (stereo not given) | 4% | 2.0% | i | 9 | -5 | 15 | -3% | 1.2 | 45 | 1.8% | 6% | 1%
COc1ccc(C2=Nn3c(nnc3-c3ccccn3)SC2)cc1OC | 2% | -0.4% | i | -22 | -2 | -12 | -5% | 3.8 | 91 | -0.7% | -3% | -8% | Dengue-2 NS5 capping pilot replicate=0.8
COc1ccc(C2c3[nH]c4ccccc4c3C[C@H]3C(=O)N(c4ccccc4C(=O)N4CCC[C@@H]4C(=O)O)C(=O)N23)cc1 (stereo not given in full) | . | 5.0% | . | . | . | . | -3% | 2.5 | 85 | 4.2% | . | .
O=C(c1ccc(C(F)(F)F)cc1)C1CCCN(C(=O)Cn2cncn2)C1 (stereo not given) | -11% | 1.0%[50 µM] | . | . | . | . | -4% | 0.0 | 50 | 0.5% | 7% | -15%
Oc1ccc(Br)cc1-c1cc(-c2ccccc2Cl)[nH]n1 | 4% | 0.4% | . | . | . | . | 3% | 8.8 | 55 | 8.8% | 9% | -3%
O=C(NCCN1CCCCC1)c1ccc(F)cc1Cl | -4% | -0.4% | . | . | . | . | -9% | -0.7 | 50 | -0.5% | -1% | -1% | Dengue-2 NS5 capping pilot replicate=-2.1
NC(=S)Nc1ccc(C(F)(F)F)cc1Cl | 5% | -2.1% | . | . | . | . | 1% | 0.2 | 68 | . | 8% | -5%
O=C(NNC(=O)c1ccc[nH]1)Nc1cc(Cl)cc(Cl)c1 | -3% | . | . | . | . | . | . | 2.7 | 57 | 3.3% | -2% | 1%
COC(=O)CCC(=O)NC(=S)Nc1ccc(S(=O)(=O)N2CCCC2)cc1 | -13% | 0.3% | i | 8 | -6 | -4 | -2% | -0.2 | 88 | 0.9% | 7% | 2%
COc1ccc(C(=O)NCc2nnc(SCC(=O)Nc3nnc(C)s3)o2)cc1OC | -1% | 1.6% | i | 15 | -4 | 4 | 3% | 0.3 | 103 | 0.1% | -1% | 2%
O=C(NCCOc1ccccc1Cl)c1cccc2c1C(=O)c1ccc(Cl)cc1S2(=O)=O | . | 0.9% | . | . | . | . | -10% | 0.3 | 64 | -1.9% | . | .
CC1(NC(=O)CCc2nc3sc4c(c3c(=O)[nH]2)CCCC4)CCS(=O)(=O)C1 (stereo not given) | . | 1.0%[50 µM] | . | . | . | . | -13% | -0.8 | 52 | -0.6% | . | .
O=C(Nc1ccc(Cl)c(Cl)c1)NC1CCS(=O)(=O)C1 (stereo not given) | 4% | 0.2% | . | . | . | . | -4% | -1.4 | 46 | 3.6% | -5% | 2%
Cc1ccc(CCNC(=O)C2CCC(=O)N(CC3CCCCC3)C2)cc1 (stereo not given) | 17% | -0.2% | . | . | . | . | -2% | -0.6 | 48 | 1.2% | 5% | -1%
Cc1ccc(NC(=O)CSc2nc3ccccc3nc2N2CCCC2)cc1 | -6% | 0.5% | . | . | . | . | -9% | 7.0 | 94 | 6.9% | 9% | -3%
O=C(CNC(=O)c1ccc(Br)cc1)N=Nc1c(O)[nH]c2ccc([N+](=O)[O-])cc12 | 15% | -1.7% | . | . | . | . | -2% | 4.1 | 58 | 6.5% | 0% | -5%
O=C(c1cc(S(=O)(=O)N2CCCC2)c(Cl)cc1Cl)N1CCCC1 | 1% | 0.3% | . | . | . | . | 2% | -0.4 | 50 | 0.1% | 9% | -7%
O=C1NC(C(=O)O)=CC(c2cccc(Cl)c2Cl)N1 (stereo not given) | . | -0.3% | . | . | . | . | 0% | 2.2 | 76 | 1.8% | . | .
COc1ccc(-c2ccc(SCC(=O)N3c4ccccc4CC3C)nn2)cc1OC (stereo not given) | -12% | 4.1% | i | 22 | -26 | -45 | -5% | 4.1 | 68 | 6.8% | -4% | -2%

Ordered by SMILES length (lowest first): part of the list above
SMILES | GPR35 antagonists | UTI89 phage lysis | Autophagy mod | Autophagy mod cell loss 18 h | WT yeast gro inh | WT yeast gro inh mutant strain | Dengue-2 NS5 capping | NTR1 agonist | NTR1 agonist cell count 20 µM | RSV antiviral HEp-2 | AID2073 | LYP phosphatase | others
NC(=S)Nc1ccc(C(F)(F)F)cc1Cl | 5% | -2.1% | . | . | . | . | 1% | 0.2 | 68 | . | 8% | -5%
O=C(O)CC1C(=O)OCN1C(=O)OCc1ccccc1 (stereo not given) | 4% | 2.0% | i | 9 | -5 | 15 | -3% | 1.2 | 45 | 1.8% | 6% | 1%
O=C1NC(C(=O)O)=CC(c2cccc(Cl)c2Cl)N1 (stereo not given) | . | -0.3% | . | . | . | . | 0% | 2.2 | 76 | 1.8% | . | .
Oc1ccc(Br)cc1-c1cc(-c2ccccc2Cl)[nH]n1 | 4% | 0.4% | . | . | . | . | 3% | 8.8 | 55 | 8.8% | 9% | -3%
Cc1ccc(CCNC(=O)C2CCC(=O)N(CC3CCCCC3)C2)cc1 (stereo not given) | 17% | -0.2% | . | . | . | . | -2% | -0.6 | 48 | 1.2% | 5% | -1%
O=C(c1ccc(C(F)(F)F)cc1)C1CCCN(C(=O)Cn2cncn2)C1 (stereo not given) | -11% | 1.0%[50 µM] | . | . | . | . | -4% | 0.0 | 50 | 0.5% | 7% | -15%
COC(=O)CCC(=O)NC(=S)Nc1ccc(S(=O)(=O)N2CCCC2)cc1 | -13% | 0.3% | i | 8 | -6 | -4 | -2% | -0.2 | 88 | 0.9% | 7% | 2%
COc1ccc(C(=O)NCc2nnc(SCC(=O)Nc3nnc(C)s3)o2)cc1OC | -1% | 1.6% | i | 15 | -4 | 4 | 3% | 0.3 | 103 | 0.1% | -1% | 2%
O=C(NCCOc1ccccc1Cl)c1cccc2c1C(=O)c1ccc(Cl)cc1S2(=O)=O | . | 0.9% | . | . | . | . | -10% | 0.3 | 64 | -1.9% | . | .
